ERK EGF inh – inhibitors of EGF-stimulated ERK signaling pathway | Potency, µM (highest dose often 11.5 µM), for inactives: top-dose activity change, negative = inhibition, hits mostly inhibitors | 0.41% of 130,000 active | HEK293-V1b, EGF-stimulated phospho-ERK AlphaScreen; active = well fitted inhibition curve with a large enough effect; inconclusive = small, poorly fitted or top-dose-only effect, or effect the other way;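 note: plate controls were stimulated vehicle wells for no effect and unstimulated vehicle basal for full effect; nearly all actives have a fitted effect of over 55% in size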
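HEK293 cells stably expressing V1b receptor, serum-reduced (1% FBS) overnight, pretreated 30 min with compound, then stimulated 5 min with 25 nM EGF; phospho-ERK detected by AlphaScreen SureFire. AC50 from Hill fits, normalized to DMSO and EGF.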
The depositor's hits bear a star; [ ] = another dose, or the depositor's remark. Potency is the fitted concentration of half-maximal effect.

C=C1CN(CC(=O)OC)S(=O)(=O)c2ccccc21 was read as ERK EGF inh 2%[57.5 µM].
C#CCn1c(=NC(=O)c2ccc(Br)s2)sc2cc(NC(C)=O)ccc21 was read as ERK EGF inh 5%.
For Fc1ccc(-n2cc(CNCCc3ccncc3)c(-c3ccccc3Cl)n2)cc1 the results were ERK EGF inh -12%.
Screening CC(Oc1ccc(Cl)cc1Cl)C(=O)N(C)c1ccccc1 (configuration not stated) returned ERK EGF inh -4%.
Screening O=C(O)COc1c(-c2ccc(Cl)cc2)oc2ccccc2c1=O returned ERK EGF inh 5%.
c1ccc(CN2CCOCCOCCOCC2)cc1 was read as ERK EGF inh 8%[57.5 µM].
For CCOC(=O)Cc1nc2ccccc2o1 the results were ERK EGF inh 3%.
CCCOC(=O)c1ccc(NC(=O)c2cc(Cl)ccc2OC)cc1 was read as ERK EGF inh -15%.
Screening COc1ccc(-c2ccc(OC)c([C@H]3[C@H]4C=CC[C@@H](C)[C@@H]4C(=O)N3Cc3ccccc3)c2)cc1 returned ERK EGF inh -8%[57.5 µM].
`CCN(CC)c1ncnc2c1cnn2Cc1ccc(Cl)cc1` gave ERK EGF inh -5%.
For O=C(CNS(=O)(=O)c1ccccc1)NNC(=O)C(Cl)Cl the results were ERK EGF inh -3%.
Screening Cc1ccc(C)c(NC(=S)/C(=C(\[O-])c2ccc(OC(F)F)cc2)[n+]2ccccc2)c1 returned ERK EGF inh -5%.
For COc1ccc(-c2nc(NC(=O)Cn3c(=O)oc4ccccc43)sc2C)cc1 the results were ERK EGF inh 2%.
Screening Nc1cccc(S(=O)(=O)Nc2ccccc2)c1 returned ERK EGF inh 12%.
For O=c1cc(-c2ccc(O)cc2O)oc2ccccc12 the results were ERK EGF inh -7%.
`O=C(CNC(=O)c1ccccc1Cl)OC1CCOC1=O` (configuration not stated) gave ERK EGF inh 2%.
Screening COc1cc(/C=C/C(=O)OCC(=O)Nc2sc3c(c2C#N)CCC(C)C3)ccc1OCC#N (configuration not stated) returned ERK EGF inh 1%.
Screening Cc1ccc(NC(=O)c2ccco2)c(NC(=O)C2CCCO2)c1 (configuration not stated) returned ERK EGF inh -7%.
For Cc1ccccc1C(=O)N1CCN(C(c2ccccc2)c2ccccc2)CC1 the results were ERK EGF inh -8%[57.5 µM].
Cc1cc(Cl)ccc1OCCCC(=O)NCCN1C(=O)S/C(=C\c2cccnc2)C1=O was read as ERK EGF inh 38%.
O=C(c1cccc([N+](=O)[O-])c1)N1CCN(C(=O)c2ccco2)CC1 was read as ERK EGF inh -10%.
Screening c1ccc(CN2CCOCCOCCOCCOCCOCCOCC2)cc1 returned ERK EGF inh -7%.
Screening COc1ccc(C(=O)c2ccccc2)c(OCC(=O)N(C)C)c1 returned ERK EGF inh -1%.
CC(=O)n1cc([C@@H]2C=C(C(=O)N3CCN(Cc4ccc5c(c4)OCO5)CC3)O[C@H](OCc3ccc(CO)cc3)C2)c2ccccc21 was read as ERK EGF inh -17%[57.5 µM].
Cc1cc(C)c(C)c(S(=O)(=O)N[C@@H](C)C(=O)OCc2cc(=O)n3cc(Br)ccc3n2)c1C was read as ERK EGF inh -4%.
For Cc1nnsc1C(=O)NNC(=O)Nc1ccccc1 the results were ERK EGF inh -4%.
CC1CCN(S(=O)(=O)c2ccc3c(c2)c(=O)c(C(=O)NCc2cccs2)cn3C)CC1 was read as ERK EGF inh -4%.
Cc1cccc(NC(=O)c2ccccc2-c2ccccc2)c1 was read as ERK EGF inh -6%.
Screening CN1CCN(c2cc(C(F)(F)F)nc(-c3ccccn3)n2)CC1 returned ERK EGF inh 24%.
OC1C2CN3CCN(C2)CC1(Cc1ccccc1)C3 (configuration not stated) was read as ERK EGF inh 2%.

The last 3 compounds of the section above lead into the next.
Cc1cccc(NC(=O)c2ccccc2-c2ccccc2)c1 was read as ERK EGF inh -6%.
Screening CN1CCN(c2cc(C(F)(F)F)nc(-c3ccccn3)n2)CC1 returned ERK EGF inh 24%.
OC1C2CN3CCN(C2)CC1(Cc1ccccc1)C3 (configuration not stated) was read as ERK EGF inh 2%.
For CCC(=O)NC(=S)NNC(=O)c1ccc(NC(=O)c2ccccc2)cc1 the results were ERK EGF inh 2%[57.5 µM].
CC1(C)C([N+](=O)[O-])C(c2ccc(Cl)cc2)NC(c2ccc(Cl)cc2)C1[N+](=O)[O-] (configuration not stated) was read as ERK EGF inh -6%.
For COC(=O)c1ccc(CN2CCN(CC=C(C)C)C(CCO)C2)cc1 (configuration not stated) the results were ERK EGF inh -4%.
Screening Cc1cc(C)c(S(=O)(=O)N2CCOC2CNC(=O)C(=O)NCCc2c[nH]c3ccccc23)c(C)c1 (configuration not stated) returned ERK EGF inh -2%.
Screening N=C1C(c2nc(-c3ccc(Br)cc3)cs2)=C(O)CN1NC(=O)c1ccc([N+](=O)[O-])cc1 returned ERK EGF inh -14%.
For CC1CCC(NC(=O)C2c3ccccc3C(=O)N2Cc2cccs2)CC1 (configuration not stated) the results were ERK EGF inh -4%.
Screening CS(=O)(=O)N1CCC2(CC1)CN(c1ncccn1)C2 returned ERK EGF inh -3%.
O=C(CCN1C(=O)C2CCCCC2C1=O)NNC(=O)c1cccc(Cl)c1 (configuration not stated) was read as ERK EGF inh 8%.
CC(C)(C)c1ccc(-c2nnc(SCC(=O)NC3CCS(=O)(=O)C3)n2N)cc1 (configuration not stated) was read as ERK EGF inh 5%.
Cc1cc2cc(CNC(=O)c3cccc([N+](=O)[O-])c3)ccc2n1C was read as ERK EGF inh -10%.
`COc1ccc(C(=O)N/C(=C\c2ccc([N+](=O)[O-])cc2)C(=O)NC(CCSC)C(=O)O)cc1` (configuration not stated) gave ERK EGF inh 1%.
For O=C(CCC1CCCN(C(=O)c2ccc3[nH]ccc3c2)C1)N1CCN(c2ccccn2)CC1 (configuration not stated) the results were ERK EGF inh -5%.
Screening Cc1noc(C)c1C(=O)N1CCC[C@@]2(CCN(Cc3ccc(C#N)cc3)C2)C1 returned ERK EGF inh -4%.
For CCn1c(SCC(=O)NCc2ccccc2)nnc1-c1cccnc1 the results were ERK EGF inh -6%.
CCOc1cc2c(cc1OCC)C(c1ccc(OC)c(OC)c1)N(c1ccc(C(=O)O)cc1)C(=O)C2 (configuration not stated) was read as ERK EGF inh 0%.
For C[C@]12C[C@@](C)(C=C1/C=C/c1ccc(C(F)(F)F)cc1)C(=O)C[C@H]2c1ccc(C(F)(F)F)cc1 the results were ERK EGF inh 4%.
CCOC(OCC)P(=O)(O)CCCNCc1ccc(Cl)c(Cl)c1 was read as ERK EGF inh -1%.
Cc1cc(C)nc(NS(=O)(=O)c2ccc(NC(=O)Cc3ccccc3)cc2)n1 was read as ERK EGF inh 9%.
`Cc1ccc(F)cc1NC(=O)C1CC(=O)N(CCc2ccccc2)C1` (configuration not stated) gave ERK EGF inh 0%.
`Cc1c(C(=O)O)cc(C(C)(C)C)n1CCSCCO` gave ERK EGF inh 3%[57.5 µM].
For C=CCN(c1ccc(Cl)cc1)S(=O)(=O)c1cccc(C(=O)OCC(=O)N(C)C)c1 the results were ERK EGF inh -1%.
`O=c1c2c3c(sc2nc(NCCOCCO)n1Cc1ccco1)CCCCC3` gave ERK EGF inh 3%[57.5 µM].
Cc1ccn2cc(-c3cccc([N+](=O)[O-])c3)nc2c1 was read as ERK EGF inh -6%.
For C/C(=C\C=C\c1ccccc1)C(=O)c1c(C)cc(C)[nH]c1=O the results were ERK EGF inh -1%.
`CCOc1ccc(C2NC(=O)C(C#N)=C(S)N2c2cccc(C)c2)cc1OC` (configuration not stated) gave ERK EGF inh 0%.
Screening Cc1noc(C)c1COc1ccc(CC(=O)NCc2ccccc2)cc1 returned ERK EGF inh 1%.
For CCOC(=O)C(NCCc1ccccc1F)(NC(C)=O)C(F)(F)F (configuration not stated) the results were ERK EGF inh -2%.
CC1CCN(c2cc(N(C)CCO)c([N+](=O)[O-])c3nonc23)CC1 was read as ERK EGF inh -5%.
COc1cccc(Nc2n[nH]c(=S)s2)c1 was read as ERK EGF inh -11%.
Cc1nccn1CC(=O)N/N=C/c1c[nH]c2ccccc12 was read as ERK EGF inh -1%[57.5 µM].
`O=C(CO/N=C/c1ccccc1OC(F)F)N1CCc2ccccc21` gave ERK EGF inh 0%.
Cc1nn(Cc2ccccc2)c(Cl)c1C(=O)NCCc1ccc(Cl)cc1 was read as ERK EGF inh -1%.
Screening CSCCC(NC(=O)c1ccc([N+](=O)[O-])cc1Cl)C(=O)OCC(=O)NCC(F)(F)F (configuration not stated) returned ERK EGF inh -6%.
Screening CCCCNC(=O)c1ccc(-n2c(=S)[nH]c3ccccc3c2=O)cc1 returned ERK EGF inh 2%.
Screening CSCCC(NC(=O)c1ccc([N+](=O)[O-])cc1Cl)C(=O)OCC(=O)NCCCc1ccccc1 (configuration not stated) returned ERK EGF inh 2%.
`CN(CC(=O)Nc1ccc(Cl)c(C(F)(F)F)c1)Cc1cc(=O)n2ccsc2n1` gave ERK EGF inh -1%.
COc1ccc(Nc2nc(S(=O)(=O)c3ccc(C)cc3)c(Cl)s2)cc1 was read as ERK EGF inh inconclusive.
`CCc1ccc(NC(=O)C(=O)NCC2CCCO2)cc1` (configuration not stated) gave ERK EGF inh 0%.
Screening CC1=NNC(=O)C1CC(=O)N/N=C(/C)c1cccc([N+](=O)[O-])c1 (configuration not stated) returned ERK EGF inh -4%.
For O=c1[nH][nH]c(C(F)(F)F)c1C=NCc1cccs1 the results were ERK EGF inh -5%.
COc1cccc(CS(=O)(=O)c2nnnn2C2CCCCC2)c1 was read as ERK EGF inh 1%.
O=C(COc1ccccc1)NNC(=S)NC(=O)c1ccc(Cl)cc1Cl was read as ERK EGF inh 2%.
COc1ccc(C(C)=O)c2c1OCCO2 was read as ERK EGF inh 18%[57.5 µM].
For CNc1cc(C)nc(N2CCOCC2)n1 the results were ERK EGF inh 7%[57.5 µM].
COCCSc1ccccc1C(=O)N1CCCC(C)C1 (configuration not stated) was read as ERK EGF inh 3%.
`O=Cc1ccc(N2CCCCC2)cc1` gave ERK EGF inh 2%[57.5 µM].
CCOC(=O)C1(CCOc2ccccc2)CCN(Cc2ccc(NC(C)=O)cc2)CC1 was read as ERK EGF inh -1%.
For C/C(=N\NC(=O)c1cccc(N/N=C(\C)c2cc(O)ccc2O)c1)c1cc(O)ccc1O the results were ERK EGF inh -6%.
For Cc1cc(C(=O)C(=O)O)c(C)n1-c1ccc(Cl)c(Cl)c1 the results were ERK EGF inh 6%.
For Nc1nc2c(c(=O)[nH]1)N=C(CNc1ccc(C(=O)NC(CCC(=O)O)C(=O)O)cc1)CN2 (configuration not stated) the results were ERK EGF inh 6%.
Screening O=C(CSc1ccc(-c2cccs2)nn1)Nc1ccccc1 returned ERK EGF inh 3%.
N#Cc1c(-c2ccco2)ccn(Cc2cccc(F)c2)c1=O was read as ERK EGF inh 10%.
Cc1ccc(-c2noc(COc3ccc4c(c3)OCO4)n2)cc1 was read as ERK EGF inh 6%.
Screening CN(C)C1=C(Cl)C(=O)N(c2ccc(Cl)c(Cl)c2)C1=O returned ERK EGF inh 16%[57.5 µM].
CC1=C(C)CC(C(=O)Nc2nc(-c3ccc(F)cc3)c(C)s2)C(C(=O)O)C1 (configuration not stated) was read as ERK EGF inh -6%.
For COc1cc(/C=C/C(=O)OCC(=O)N2CCOCC2)ccc1OCC#N the results were ERK EGF inh -1%.
For O=C(NCCc1ccc(Cl)cc1)C1CCC(CNc2nc(=S)[nH]c3ccccc23)CC1 (configuration not stated) the results were ERK EGF inh -6%.
For Cc1cccc(C(=O)NCCNc2nc3cc(C)c(C)cc3cc2C)c1 the results were ERK EGF inh -15%.
For COc1ccccc1C(=O)Nc1ccc(OCc2nnc3c4ccccc4c(C)nn23)cc1 the results were ERK EGF inh -11%.
For S=c1[nH]nc(-c2ccn[nH]2)n1-c1ccccc1Cl the results were ERK EGF inh -1%[57.5 µM].
For COc1ccc(OCC(=O)N2N=C(C(F)F)CC2(O)C(F)F)cc1 (configuration not stated) the results were ERK EGF inh -13%.
For Cc1nc2c(ccc3nc(NC(=O)Cc4ccccc4)sc32)s1 the results were ERK EGF inh -6%.
For O=C(NS(=O)(=O)c1ccccc1Cl)c1ccc[nH]1 the results were ERK EGF inh -8%.
`CCOC(=O)NN1C(=O)c2ccccc2NC12CCCC2` gave ERK EGF inh -6%.
O=C(NC1CCCC1)C(=O)N(Cc1cccnc1)C(C(=O)NCC1CCCO1)c1ccco1 (configuration not stated) was read as ERK EGF inh -4%.

Gathered by group: those above with fluorine (13)
For Fc1ccc(-n2cc(CNCCc3ccncc3)c(-c3ccccc3Cl)n2)cc1 the results were ERK EGF inh -12%.
Screening Cc1ccc(C)c(NC(=S)/C(=C(\[O-])c2ccc(OC(F)F)cc2)[n+]2ccccc2)c1 returned ERK EGF inh -5%.
Screening CN1CCN(c2cc(C(F)(F)F)nc(-c3ccccn3)n2)CC1 returned ERK EGF inh 24%.
For C[C@]12C[C@@](C)(C=C1/C=C/c1ccc(C(F)(F)F)cc1)C(=O)C[C@H]2c1ccc(C(F)(F)F)cc1 the results were ERK EGF inh 4%.
`Cc1ccc(F)cc1NC(=O)C1CC(=O)N(CCc2ccccc2)C1` (configuration not stated) gave ERK EGF inh 0%.
For CCOC(=O)C(NCCc1ccccc1F)(NC(C)=O)C(F)(F)F (configuration not stated) the results were ERK EGF inh -2%.
`O=C(CO/N=C/c1ccccc1OC(F)F)N1CCc2ccccc21` gave ERK EGF inh 0%.
Screening CSCCC(NC(=O)c1ccc([N+](=O)[O-])cc1Cl)C(=O)OCC(=O)NCC(F)(F)F (configuration not stated) returned ERK EGF inh -6%.
`CN(CC(=O)Nc1ccc(Cl)c(C(F)(F)F)c1)Cc1cc(=O)n2ccsc2n1` gave ERK EGF inh -1%.
For O=c1[nH][nH]c(C(F)(F)F)c1C=NCc1cccs1 the results were ERK EGF inh -5%.
N#Cc1c(-c2ccco2)ccn(Cc2cccc(F)c2)c1=O was read as ERK EGF inh 10%.
CC1=C(C)CC(C(=O)Nc2nc(-c3ccc(F)cc3)c(C)s2)C(C(=O)O)C1 (configuration not stated) was read as ERK EGF inh -6%.
For COc1ccc(OCC(=O)N2N=C(C(F)F)CC2(O)C(F)F)cc1 (configuration not stated) the results were ERK EGF inh -13%.

Compound activity from PubChem.

Only part of the results is shown. The share of hits here may be higher or lower than overall.
